High-throughput results as filed in PubChem.
GALK inh: blocks human galactokinase activity | P51570 | Purified GALK, Kinase-Glo residual ATP luminescence | Potency, µM (top dose mostly 57.5 µM), without a hit: at the highest dose activity change, negative = inhibition, hits mostly inhibitors | actives 0.007% (n = 270,000); further: potency means the concentration at half of the fitted maximal effect; on the % scale 0 is the no-effect control and ±100 the full control effect
Target sequence (P51570 whole entry, looked up): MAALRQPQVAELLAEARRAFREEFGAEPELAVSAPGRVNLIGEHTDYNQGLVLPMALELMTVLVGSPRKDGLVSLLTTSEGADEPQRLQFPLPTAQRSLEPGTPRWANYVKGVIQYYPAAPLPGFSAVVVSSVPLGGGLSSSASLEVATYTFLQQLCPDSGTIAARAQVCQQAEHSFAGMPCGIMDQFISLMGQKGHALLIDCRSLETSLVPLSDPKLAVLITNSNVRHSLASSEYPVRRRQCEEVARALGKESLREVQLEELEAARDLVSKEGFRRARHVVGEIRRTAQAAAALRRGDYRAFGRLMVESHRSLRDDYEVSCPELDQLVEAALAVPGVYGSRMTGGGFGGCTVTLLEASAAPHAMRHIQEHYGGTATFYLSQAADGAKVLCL
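Luminescence from leftover ATP (Ultra-Glo luciferase/luciferin) served as read-out after a 1 h room-temperature reaction of 5 nM GALK with 35 uM ATP and 100 uM galactose.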
KCNH2 WT inh: inhibitors of human wildtype KCNH2 potassium channel; Q12809; U2OS, BacMam KCNH2, thallium flux FluxOr; active compounds read low; activity change, % at 1.84 µM; actives 0.37% (n = 340,000); AID 720551;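 active means maximum activity change below -70%; inconclusive means maximum activity change between -70% and -50%; inactive means maximum activity change above -50%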; further: on the % scale 0 is the no-effect control and ±100 the full control effect
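U2OS cells were transduced with wild-type KCNH2 virus (2.03 x 10^8 / mL) for 4 h at room temperature, then cultured overnight at 37 C. Thallium flux was read with FluxOr dye. Rate constants were normalized to DMSO controls.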
Eya2 phos inh: Eya2 (human) phosphatase inhibition | O00167 | recombinant Eya2, OMFP fluorescence dephosphorylation (OMFP is methylfluorescein phosphate) | Potency, µM (highest dose often 76.9 µM), without a hit: at the highest dose activity, negative = inhibition, most hits filed as inhibitors | actives 0.006% (n = 330,000) | AID 488837; further: potency means the concentration at half of the fitted maximal effect; on the % scale 0 is the no-effect control and ±100 the full control effect
Target sequence (O00167 whole entry, looked up): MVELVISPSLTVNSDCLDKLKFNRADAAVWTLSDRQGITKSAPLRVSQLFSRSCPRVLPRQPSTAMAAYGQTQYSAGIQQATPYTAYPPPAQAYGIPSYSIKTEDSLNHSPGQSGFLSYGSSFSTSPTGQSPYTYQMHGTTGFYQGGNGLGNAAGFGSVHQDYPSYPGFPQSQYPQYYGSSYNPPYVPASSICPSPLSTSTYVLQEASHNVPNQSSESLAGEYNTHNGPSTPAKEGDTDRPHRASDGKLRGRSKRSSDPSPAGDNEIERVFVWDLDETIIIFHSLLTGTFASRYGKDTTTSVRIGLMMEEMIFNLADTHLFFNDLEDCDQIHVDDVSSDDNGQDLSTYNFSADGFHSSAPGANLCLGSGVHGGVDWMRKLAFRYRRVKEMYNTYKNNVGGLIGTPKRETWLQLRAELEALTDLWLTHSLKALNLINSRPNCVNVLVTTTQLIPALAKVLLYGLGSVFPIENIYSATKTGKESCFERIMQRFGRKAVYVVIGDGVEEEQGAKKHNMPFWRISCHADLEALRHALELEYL
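Eya2 (0.2 uM) preincubated 10 min at ambient with compound, then OMFP substrate added at 50 uM; 10 min reaction in 50 mM HEPES pH 7.5, 50 mM NaCl, 5 uM MgCl2, 0.05% BSA, 1 mM DTT. Fluorescence read at Ex 485/Em 525 nm.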
MBNL1-CUG inh: inhibitors of human MBNL1 binding to CUG repeat RNA | TR-FRET MBNL1-His/biotin-(CUG)12 binding, 665/545 ratio | actives 0.036% (n = 280,000) | Potency, µM (series often up to 57.5 µM), inactives show at the highest dose activity change, negative = inhibition, hits mostly inhibitors | Q9NR56; active means well fitted inhibition curve with a large enough effect in the signal ratio, with a control signal flat, not every such curve was filed as active; inconclusive means small, poorly fitted or top-dose-only effect, or effect the other way, or a change in a side signal; inactive means no such curve, though single readings can be large or run the other way; the % refers to the signal ratio; further: potency means the concentration at half of the fitted maximal effect; on the % scale 0 is the no-effect control and ±100 the full control effect
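TR-FRET between His-tagged MBNL1 and biotin-(CUG)12 RNA, detected with Tb anti-His antibody (0.055 ng/ul) and streptavidin-XL665 (5 nM), 60 min at room temperature. Compounds titrated 92 nM to 58 uM; 665/545 nm ratio normalized to buffer and complex controls.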
Mito fusion yeast: inhibitors of mitochondrial division or activators of mitochondrial fusion. actives 0.23% (n = 320,000). S. cerevisiae fusion-defective mutant growth rescue, CellTiterGlo 48 h. AID 485298. Potency, µM (highest dose often 46.1 µM), for the others: at the highest dose growth rescue (activation), hits mostly activators;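 further: potency means the concentration at half of the fitted maximal effect; % of control where 0% means no effect; nearly all actives have a fitted effect of over 45% in size; temperature-sensitive fusion mutants such as fzo1-1 at 37 °C on non-fermentable ethanol glycerol medium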
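Yeast fusion mutant, YPEG (non-fermentable carbon), compound, 48 h at 37C non-permissive; CellTiterGlo added, 10 min RT, luminescence read. Rescued growth = division inhibition.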
BCR signal inh: blocks chronic active B-cell receptor signaling; ABC-DLBCL IkBa-CBG/CBR reporter, luminescence ratio, 4 h; Potency, µM (top dose mostly 46.1 µM), without a hit: at the highest dose ratio change, negative = lower green/red ratio, actives largely listed as inhibitors; actives 0.05% (n = 340,000); active means well fitted inhibition curve with a large enough effect in the signal ratio, with a control signal flat, not every such curve was filed as active; inconclusive means small, poorly fitted or top-dose-only effect, or effect the other way, or a change in a side signal; the % refers to the signal ratio;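 further: potency means the concentration at half of the fitted maximal effect; plate controls were basal doxycycline-induced cells for no effect and cells given 10 µM MG132 for full effect; MG132 reads +100%, hits lower the ratio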
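Compounds up to 46 uM were incubated four hours with TMD8 cells whose green CBG68 luciferase is fused to IkappaBalpha; red CBR luminescence normalised the signal, and concentration-effect curves were fitted to fusion, red and ratio data.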
TSHR antag: human thyrotropin receptor antagonism; AID 504810; activity change, negative = inhibition, % at 11.5 µM; actives 0.2% (n = 330,000); TSHR-expressing cells, TSH-stimulated cAMP HTRF, 2 h; active compounds read low; P16473;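 active means activity change below a set negative limit, meaning inhibition stronger than a set level, cut at about -70% in these data; inconclusive means activity change between two set negative limits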; further: on the % scale 0 is the no-effect control and ±100 the full control effect
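Antagonism was scored as loss of TSH-driven cAMP in TSHR cells, stimulated with 4nM TSH (EC80) for 2 hours at 37 deg C and detected by homogeneous HTRF competition immunoassay.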
PKM2 activator: activators of human pyruvate kinase M2 | P14618 | purified PKM2, Kinase-Glo ATP luminescence, activation; response scale: 0% is enzyme alone, no compound | Potency, µM (series often up to 57.5 µM), without a hit: at the top dose activation, hits mostly activators | actives 0.34% (n = 260,000); further: potency means the concentration at half of the fitted maximal effect; on the % scale 0 is the no-effect control and ±100 the full control effect; nearly all actives have a fitted effect of over 55% in size
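Kinase-Glo luminescence reports ATP generated from ADP (0.1 mM) and PEP (0.5 mM) by purified hPK-M2 after 1 h at room temperature, pH 7.2 imidazole buffer; intermediate enzyme activity allows detecting inhibitors and activators.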
ASM inhibitor: human S-ASM enzyme inhibition; placental ASM, HMU-PC fluorogenic substrate, 60 min; Potency, µM (series often up to 57.5 µM), inactives show at the highest dose activity change, negative = inhibition, usual class: inhibitors; actives 0.006% (n = 340,000); AID 504937; further: potency means the concentration at half of the fitted maximal effect
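Human placenta-derived ASM enzyme was preincubated with compound for 10 minutes at room temperature, then given fluorogenic substrate HMU-PC0 (9 uM final) for 60 minutes at 37 °C; a pH 10 stop preceded fluorescence reading at Ex 386/Em 447 nm.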
USP2a block: blocks human ubiquitin-specific protease USP2a | O75604 | USP2 core, Ub-CHOP2 coupled fluorogenic reporter, 485/531 | Potency, µM (highest dose often 38.3 µM), for inactives: at the highest dose activity change, negative = inhibition, hits mostly inhibitors | actives 0.01% (n = 330,000) | AID 463254;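 further: potency means the concentration at half of the fitted maximal effect; plate controls were DMSO wells for no effect and full inhibition by NEM control for full effect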
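Deubiquitinase activity read as fluorescence (485/531 nm) after Ub-CHOP2 cleavage activates the enterokinase reporter on its substrate; USP2 core 10nM, Ub-CHOP2 and substrate 25nM each, 30min compound preincubation then 60min RT; data normalized to NEM, curves fitted.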
Menin-MLL TR inh: displaces Texas Red mutant MLL peptide from human menin. actives 0.23% (n = 270,000). Menin + Texas Red MLL mutant peptide, fluorescence polarization. Potency, µM (doses to about 61.6 µM), without a hit: top-dose FP activity change, negative = inhibition, actives largely listed as inhibitors. AID 1768; active means well fitted inhibition curve with a large enough effect in the polarisation, with a control signal flat, not every such curve was filed as active; inconclusive means small, poorly fitted or top-dose-only effect, or effect the other way, or a change in a side signal; inactive means no such curve, though single readings can be large or run the other way; the % refers to the polarisation; further: potency means the concentration at half of the fitted maximal effect; % of control where 0% means no effect; many of its hits are not listed in these tables
The depositor's hits bear a star; i = inactive; ? = inconclusive; / = not tested or not shown; [ ] = dose if it differs, or a comment. Unless noted, the call rests on the fitted dose curve; in most records, active means well fitted curve in the direction sought with a large enough effect; inconclusive means small, poorly fitted or top-dose-only effect, or another doubt; inactive means no such curve, though single readings can be large; an effect the other way counts as inactive or inconclusive. An excerpt; rates above refer to the full screens.

entry	structure	GALK inh	KCNH2 WT inh	Eya2 phos inh	MBNL1-CUG inh	Mito fusion yeast	BCR signal inh	TSHR antag	PKM2 activator	ASM inhibitor	USP2a block	Menin-MLL TR inh
1	CCCSC1=N/C(=C\c2ccc([N+](=O)[O-])o2)C(=O)S1	0%	15	-15%	26%	-1%	12%	-6	-3%	-9%	0%	20%
2	COC(=O)C(C)N(c1ccc(OC)cc1)S(C)(=O)=O (configuration not stated)	-2%	5	-7%	10%	2%	13%	-2	-14%	0%	0%	9%
3	Cc1cc(NC(=O)CSc2nc(-c3ccc(Br)cc3)nc3c2c(=O)n(C)c(=O)n3C)no1	5%	0	2%	25%	0%	0%	0	-2%	-1%	0%	/
4	CCOC(=O)CCCc1c[nH]c2ccccc12	-1%	-8	3%	3%	1%	?	13	4%	-3%	-1%	11%
5	Cc1ccc(NC(=O)c2cnc(SCC(=O)c3ccccc3)n(C)c2=O)cc1	/	0	6%	/	-1%	8%	5	/	84%[activator]	1%	/
6	COc1cccc(SCC(=O)N2CCN(c3ccccc3)CC2)c1	-3%	6	-12%	1%	7%	0%	8	1%	1%	15%	/
7	CCc1nc2ccccc2n(CCOCCn2c(=O)c(CC)nc3ccccc32)c1=O	3%	-25	5%	-16%	3%	-1%	/	-12%	2%	1%	3%
8	COC(=O)c1ccc(N2CCN(c3ccccc3)CC2)c(NC(=O)C2CC2)c1	-1%	-9	6%	-4%	0%	-2%	-2	-5%	-9%	0%	?
9	CCn1cc(C(=O)NCCCN2CCC(C)CC2)c(=O)c2cc(S(=O)(=O)N3CCOCC3)ccc21	2%	-14	-20%	-2%	1%	1%	12	/	-2%	-9%	-15%
10	COc1ccc(C(=O)N2CCN(S(=O)(=O)c3ccc(F)cc3)CC2)cc1OC	6%	0	2%	-6%	2%	-1%	-9	19%	1%	0%	-8%
11	CN(CC(=O)Nc1ccc(F)cc1)CC(=O)N1CCc2ccccc21	/	3	19%	/	3%	-3%	0	/	-8%	1%	/
12	CCCn1c2ccccc2c2nnc(SCC(=O)OCC)nc21	1%	10	22%	-2%	25%	8%	0	7%	1%	1%	-3%
13	CCn1c(-c2ccccc2)c(C(=O)O)c2ccccc21	0%	-11	25%	1%	0%	0%	-6	-11%	1%	0%	0%
14	CSc1ccc(-c2nnn(Cc3ccccn3)n2)cc1	-1%	17	17%	-16%	0%	6%	-2	1%	3%	0%	2%
15	C=CCn1c(Cc2ccc(OC)cc2)nnc1SCC(=O)c1cccc([N+](=O)[O-])c1	-2%	-7	4%	?	-1%	10%	6	2%	-1%	0%	1%

Following part:
entry	structure	GALK inh	KCNH2 WT inh	Eya2 phos inh	MBNL1-CUG inh	Mito fusion yeast	BCR signal inh	TSHR antag	PKM2 activator	ASM inhibitor	USP2a block	Menin-MLL TR inh
16	O=C(O)C1CC=CCC1C(=O)Nc1cccc(Cl)c1Cl (configuration not stated)	3%	/	-18%	-2%	-2%	5%	21	1%	/	0%	-8%
17	Nn1c(COc2ccccc2)nnc1SCC(=O)O	-1%	5	4%	0%	-4%	?	0	0%	8%	-1%	1%
18	CCOC(=O)C1CCN(C(=O)c2cc3cc(C)ccc3[nH]2)CC1	0%	-8	9%	-4%	0%	?	-3	0%	-3%	1%	-15%
19	CCN(CC)CCN(C(=O)c1ccc(C(=O)c2ccccc2)cc1)c1nc2cc3c(cc2s1)OCO3	-4%	13	-1%	-3%	-5%	10%	16	2%	-10%	0%	?
20	COc1ccc(CN2CCN(CC=C(C)C)C(CCO)C2)cc1Cn1cncn1 (configuration not stated)	-1%	6	-4%	2%	-5%	-22%	24	1%	7%	11%	-1%
21	Cc1ccc(S(=O)(=O)N(C)/N=C/C=C/c2ccccc2)cc1	0%	7	-4%	-12%	6%	-1%	-3	-1%	-1%	-5%	10%
22	CCN(CC(=O)NCc1ccc(F)cc1)C(=O)COc1ccccc1[N+](=O)[O-]	/	2	-23%	/	/	-3%	2	/	0%	5%	/
23	CCOC(=O)c1[nH]c2ccccc2c1NC(=S)Nc1ccccc1	/	1	-7%	25%	-1%	?	-6	-11%	30%	1%	6%
24	Cn1cccc1CC(=O)N/N=C/c1cccc2ccccc12	-1%	?	-11%	?	-6%	0%	4	-3%	-9%	-3%	-16%
25	CCCCNC(=O)c1ccc(CS(=O)(=O)c2ccc(C)cc2)o1	2%	4	-26%	3%	-4%	-1%	6	/	0%	1%	-8%
26	O=C(CSCC(=O)N1CCOCC1)Nc1nc(-c2ccc3c(c2)OCO3)cs1	1%	0	-5%	-4%	3%	2%	-6	9%	-2%	1%	-1%[11.7 µM]
27	Cc1ccccc1-n1c(SCC(=O)N2CCN(c3ccccc3)CC2)nnc1-c1ccncc1	10%	7	-3%	15%	3%	?	-2	-4%	3%	0%	0%
28	CC1(C)O[C@@H]2[C@H](O1)[C@@H](COS(=O)(=O)O)O[C@H]2n1ccc(=O)[nH]c1=O	/	/	5%	/	-5%	-1%	0	/	2%	1%	/
29	Cc1cccc(C)c1-n1c(C)cc(/C=N\NC(=O)CC(=O)NC2CCCCC2)c1C	-4%	-5	0%	/	-4%	0%	9	-1%	4%	-1%	?
30	O=C(Cn1nc(Cc2cccnc2)c2ccccc2c1=O)N1CCN(C(=O)c2ccco2)CC1	2%	-4	3%	-1%	-1%	-5%	3	-1%	7%	-1%	-4%

Carrying on:
entry	structure	GALK inh	KCNH2 WT inh	Eya2 phos inh	MBNL1-CUG inh	Mito fusion yeast	BCR signal inh	TSHR antag	PKM2 activator	ASM inhibitor	USP2a block	Menin-MLL TR inh
31	COc1ccccc1C(=O)NNC(=O)c1ccc(Br)o1	-6%	17	2%	-4%	0%	?	9	-9%	0%	-1%	/
32	O=C(Cc1ccccc1)NC1(O)C(=O)c2ccccc2C1=O	-25%	-2	0%	?	-8%	-7%	-3	7%	3%	0%	/
33	O=C(NCC(c1ccco1)N1CCOCC1)c1cccc([N+](=O)[O-])c1 (configuration not stated)	12%	-7	-2%	?	1%	-2%	-1	-1%	0%	2%	-3%
34	C=C1[C@@H](C)C2[C@H](Cc3ccccc3)NC(=O)[C@]23OC(=O)CC[C@H](O)CCC[C@H](C)C/C=C/[C@H]3[C@@H]1O (some centres not stated)	2%	/	-26%	-4%	-61%[inhibitor]	-5%	-8	-4%	/	-2%	/
35	OC(CN1CCN(c2ccccn2)CC1)Cn1c2ccc(Cl)cc2c2cc(Cl)ccc21 (configuration not stated)	-2%	-49	-5%	0%	-22%	19%	22	-1%	?	-10%	/
36	COc1ccc(N=c2oc3cc(O)ccc3cc2C(=O)NCC2CCCO2)cc1 (configuration not stated)	2%	5	-7%	16%	2%	?	-10	3%	i	-1%	19%
37	CC1=CC(C)(C)N(C(=O)CSc2nnc(C)s2)c2ccc(C)cc21	-2%	-4	-2%	-2%	2%	2%	-4	1%	7%	0%	?
38	CCN(CC)S(=O)(=O)c1ccc(C(=O)Nc2ccc(C(F)(F)F)n(C)c2=O)cc1	-1%	-7	-1%	9%	10%	-4%	16	/	6%	8%	/
39	O=C(NCCN1CCOCC1)c1ccccc1Cl	7%	5	-21%	1%	4%	0%	3	5%	0%	-7%	21%
40	O=C(NCCC1=CCCCC1)C1CCCN(S(=O)(=O)c2cccc3cccnc23)C1 (configuration not stated)	1%	3	-3%	1%	4%	?	-17	0%	-1%	0%	-9%[11.7 µM]
41	CCOC(=O)C(Cc1ccccc1)NC(=O)Cn1nnc(-c2ccccc2)n1 (configuration not stated)	-1%	2	9%	-12%	0%	7%	5	1%	-4%	-4%	6%
42	CCCCOCCCNC1=NCCCCC1	0%	-1	-6%	8%	0%	1%	0	16%	-1%	-10%	-12%
